TrxR1 substrate: qHTS Assay for Substrates of Mammalian Selenoprotein Thioredoxin Reductase 1 (TrxR1): qHTS. Thioredoxin reductase 1, cytoplasmic (Rattus norvegicus), O89049. hit rate 0.01% among 390,000. Potency, µM (titrated, usually from 114 µM), inactives show top-dose activity change, negative = substrate turnover. purified TrxR1 substrate turnover, NADPH consumption readout; also: % is scaled to controls: 0 for no effect and ±100 for the full control effect; nearly all actives have a fitted effect of over 50% in size
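Rat TrxR1, dispensed at 90 nM, was prereduced with 400 uM NADPH (final) for 5 min at ~22 deg C, then incubated with compound 15 min before 400 uM selenite. A first-read NADPH fluorescence drop versus no-compound background flagged substrates.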
USP1 inh: Inhibitors of USP1/UAF1: Primary Screen | Ubiquitin carboxyl-terminal hydrolase 1 (Homo sapiens), O94782 | recombinant USP1/UAF1, Ub-Rhodamine cleavage fluorescence | Potency, µM (titrated, usually from 57.1 µM), for the others: at the top dose activity change, negative = inhibition, actives largely listed as inhibitors | hit rate 0.23% among 390,000; also: % is scaled to controls: 0 for no effect and ±100 for the full control effect; nearly all actives have a fitted effect of over 60% in size; inactives centre near -12
Target sequence (O94782 whole entry, looked up): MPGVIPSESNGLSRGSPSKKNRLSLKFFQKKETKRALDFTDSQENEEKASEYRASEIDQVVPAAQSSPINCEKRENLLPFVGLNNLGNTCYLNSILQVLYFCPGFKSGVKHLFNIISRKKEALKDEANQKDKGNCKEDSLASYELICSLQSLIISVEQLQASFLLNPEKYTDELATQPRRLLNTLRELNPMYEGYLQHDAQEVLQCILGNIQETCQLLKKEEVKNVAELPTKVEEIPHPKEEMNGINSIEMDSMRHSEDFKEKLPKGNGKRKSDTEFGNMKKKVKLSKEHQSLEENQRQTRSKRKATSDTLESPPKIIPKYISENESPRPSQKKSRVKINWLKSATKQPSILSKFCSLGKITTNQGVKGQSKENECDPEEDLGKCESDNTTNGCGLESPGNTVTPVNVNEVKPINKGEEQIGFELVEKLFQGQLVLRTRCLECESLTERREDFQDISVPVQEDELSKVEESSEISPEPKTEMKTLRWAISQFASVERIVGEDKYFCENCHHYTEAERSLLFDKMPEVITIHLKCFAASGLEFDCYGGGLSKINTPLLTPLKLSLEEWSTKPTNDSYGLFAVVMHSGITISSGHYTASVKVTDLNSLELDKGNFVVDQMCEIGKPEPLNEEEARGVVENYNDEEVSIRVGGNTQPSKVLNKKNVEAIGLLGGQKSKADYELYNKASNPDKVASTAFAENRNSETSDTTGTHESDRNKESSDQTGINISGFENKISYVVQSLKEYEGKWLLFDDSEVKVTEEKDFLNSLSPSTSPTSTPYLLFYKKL
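Step one: compound is pinned into 1nM USP1/UAF1 in HEPES pH 7.8 buffer with TCEP. Step two: 15 min room-temperature incubation. Step three: Ub-Rho (150nM final) starts cleavage, tracked by fluorescence over six one-minute reads.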
ALOX12 inh: Primary qHTS assay for inhibitors of human arachidonate 12S-lipoxygenase (ALOX12): Round 2; Polyunsaturated fatty acid lipoxygenase ALOX12 (Homo sapiens), P18054; purified 12hLO, xylenol orange hydroperoxide absorbance; Potency, µM (doses to about 108 µM), without a hit: at the highest dose activity change, negative = inhibition, actives largely listed as inhibitors; hit rate 1.1% among 580,000; AID 1671190, 2021; also: % is scaled to controls: 0 for no effect and ±100 for the full control effect
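Purified human 12hLO at 150 nM in 25 mM Hepes, 0.01% Triton X-100, pH 7.0, preincubated 15 min at room temperature with compound. Reaction started with 40 uM arachidonic acid, 30 min at room temperature. Hydroperoxide measured by Fe-xylenol orange, 573/405 nm absorbance ratio.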
RGS4 inhibitor: Inhibitors of Regulator of G Protein Signaling (RGS) 4: qHTS; hit rate 0.039% among 390,000; Transcreener GDP fluorescence polarization, RGS4-accelerated GTP hydrolysis; Regulator of G-protein signaling 4 (Homo sapiens), P49798; Potency, µM (titrated, usually from 114 µM), without a hit: at the top dose activity change, negative = inhibition, hits mostly inhibitors; also: % is scaled to controls: 0 for no effect and ±100 for the full control effect; nearly all actives have a fitted effect of over 75% in size; some results filed as inactive show a strong effect at the top dose
Target sequence (P49798 whole entry, looked up): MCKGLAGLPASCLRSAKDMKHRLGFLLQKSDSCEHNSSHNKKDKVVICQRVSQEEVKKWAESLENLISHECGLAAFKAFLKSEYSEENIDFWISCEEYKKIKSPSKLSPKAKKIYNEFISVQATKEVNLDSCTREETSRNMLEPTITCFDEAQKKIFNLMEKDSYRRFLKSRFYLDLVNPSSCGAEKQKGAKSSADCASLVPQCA
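MLSMR compounds (23 nl, pin-transferred) preincubated 10 min at room temperature with a 500nM (2x) first reagent, then RGS4 at 900nM (2x) plus Transcreener GDP mix added; fluorescence polarization (620/688 nm) read before and after 90 min at 30 °C.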
TrxR1 inh: qHTS Assay for Inhibitors of Mammalian Selenoprotein Thioredoxin Reductase 1 (TrxR1): qHTS; Potency, µM (series often up to 114 µM), for the others: top-dose activity change, negative = inhibition, actives largely listed as inhibitors; hit rate 1% among 390,000; Thioredoxin reductase 1, cytoplasmic (Rattus norvegicus), O89049; recombinant rTrxR1, NADPH fluorescence consumption, selenite substrate; AID 588453, 2011; also: % is scaled to controls: 0 for no effect and ±100 for the full control effect; nearly all actives have a fitted effect of over 65% in size
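Rat TrxR1 (90 nM in the dispensed reagent) was pre-reduced with 400 uM NADPH for 5 min at room temperature, then incubated with compound for 15 min. After 400 uM selenite was added, NADPH fluorescence (Ex 340/Em 450 nm) was followed for 8 min.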
Vif-APOBEC3F blk: qHTS for Inhibitors of Vif-A3F Interactions: qHTS; Potency, µM (series often up to 46.1 µM), for the others: at the top dose activity, negative = active; hit rate 0.2% among 390,000; HeLa A3F-eYFP + Vif (tagged APOBEC3F with the HIV-1 protein that degrades it), YFP fluorescence increase; also: % of control where 0% means no effect; nearly all actives have a fitted effect of over 65% in size
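HeLa cells stably expressing Vif plus C-terminally eYFP-tagged A3F were seeded, incubated overnight at 37 deg C, dosed with compound, incubated overnight again at 37 deg C. Yellow fluorescence (Ex 488/Em 500-530) reported blocked Vif-mediated A3F-eYFP degradation.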
RXFP1 ag: qHTS Assay for Agonists of the Relaxin Receptor RXFP1 | Relaxin receptor 1 (Homo sapiens), Q9HBX9 | HEK293T-RXFP1 cAMP TR-FRET, 30 min; response scale: percent of porcine relaxin response, buffer zero | Potency, µM (doses to about 57.5 µM), for inactives: top-dose activation, hits mostly activators | hit rate 0.3% among 370,000 | AID 2676, 2010; also: % is scaled to controls: 0 for no effect and ±100 for the full control effect; nearly all actives have a fitted effect of over 60% in size; many of its hits are not listed in these tables
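HEK293 cells stably expressing RXFP1, treated 30 min at 37C with compounds plus PDE4 inhibitor Ro 20174; cAMP measured by HTRF TR-FRET. Normalized to buffer and 29 nM porcine relaxin; EC50 by Hill fit.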
IDH1 R132H inh: qHTS for Inhibitors of mutant isocitrate dehydrogenase 1 (IDH1): qHTS. Isocitrate dehydrogenase [NADP] cytoplasmic (Homo sapiens), O75874. IDH1-R132H enzyme, NADPH consumption, diaphorase/resazurin fluorescence. Potency, µM (doses to about 76.6 µM), for inactives: top-dose activity change, negative = inhibition, actives largely listed as inhibitors. hit rate 0.093% among 390,000; also: % is scaled to controls: 0 for no effect and ±100 for the full control effect; nearly all actives have a fitted effect of over 65% in size
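IDH1-R132H (0.5 ug/mL dispensed) in pH 7.5 Tris buffer was preincubated 30 min with compound, then given a substrate mix of 0.016 mM NADPH and 2 mM alpha-KG for 80 min at room temperature; remaining NADPH was read by diaphorase/resazurin fluorescence.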
Vif-A3G inh: qHTS for Inhibitors of Vif-A3G Interactions: qHTS | Potency, µM (titrated, usually from 46.1 µM), inactives show top-dose activity, negative = active, usual class: inhibitors | HeLa A3G-eYFP + Vif (tagged APOBEC3G with the HIV-1 protein that degrades it), YFP fluorescence, overnight | AID 602310, 2012 | hit rate 0.076% among 410,000;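 also: % is scaled to controls: 0 for no effect and ±100 for the full control effect; nearly all actives have a fitted effect of over 60% in size; hits raise eYFP signal because A3G escapes Vif-driven loss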
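HeLa cells stably expressing Vif and C-terminally eYFP-tagged A3G, seeded overnight at 37 deg C, then exposed to compound by pintool overnight at 37 deg C. Rise in yellow fluorescence (Ex 488/Em 500-530, Acumen) marks blocked Vif-driven A3G degradation.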
Starred values were filed as active, the others as inactive; ? = inconclusive; . = not tested or not shown; [ ] = dose if it differs, or a comment. Calls follow the shape of the dose curve; as a rule, active = well fitted curve in the direction sought with a large enough effect; inconclusive = small, poorly fitted or top-dose-only effect, or another doubt; inactive = no such curve, though single readings can be large; an effect the other way counts as inactive or inconclusive. Potency is read from the fitted curve at half-maximal effect.

SMILES | TrxR1 substrate | USP1 inh | ALOX12 inh | RGS4 inhibitor | TrxR1 inh | Vif-APOBEC3F blk | RXFP1 ag | IDH1 R132H inh | Vif-A3G inh
Cc1c(C(=O)NC2CC2)oc2ccccc12 | -3.4% | -7.6% | 399.5%[activator] | 3.2% | 20.6% | -0.5% | -0.7% | -12.3% | 4.4%
CSc1cccc(NC(=S)N(CCC(C)C)C2CCN(C(C)C)CC2)c1 | 0.5% | -12.7% | -8.1% | 5.6% | -4.5% | 5.8% | -0.2% | 4.0% | -0.3%
COc1ccc(S(=O)(=O)N2CCC(C(=O)NCCC(=O)Nc3nccs3)CC2)cc1 | -5.8% | -23.4% | -5.9% | 0.9% | -12.7% | 5.9% | 2.6% | 4.6% | 1.0%
Nc1nc(NCCCN2CCOCC2)nc(Nc2cccc(Cl)c2)c1[N+](=O)[O-] | ? | -2.3% | 104.7%[activator] | 1.4% | -26.2% | -2.1% | -2.2% | -8.2% | 3.4%
CN(Cc1ccccc1)C(=O)N[C@@H](Cc1ccccc1)C(=O)O | -1.6% | -21.8% | -10.1% | -7.5% | 8.6% | 3.0% | 0.9% | 0.2% | -4.0%
CCCOc1cccc(C(=O)NCCNC(=O)c2ccco2)c1 | 9.2%[57.1 µM] | -2.4% | 0.1% | 13.4% | 2.8%[57.1 µM] | -13.4% | 0.7% | 7.5% | -3.0%
CCOC(=O)c1cccc(NC(=O)CS(=O)(=O)Cc2nc(-c3cccc(OC)c3)oc2C)c1 | 5.6% | -15.2% | -23.6% | 2.7% | -0.2% | -0.8% | 0.0% | 4.3% | 2.4%
CCOC(=O)c1sc(C)c2c(=O)n(CC)nnc12 | -0.4% | -7.4% | 12.8% | -3.0% | -6.2% | -22.2% | 0.7% | 7.3% | 0.3%
O=C(CCc1nnc2ccc(NCc3ccco3)nn12)Nc1ccccc1F | 1.8% | -18.2% | 23.9% | -16.3% | -16.4% | 8.5% | 8.5% | 3.8% | 4.3%
CCOc1ccccc1NC(=O)COc1cccc(-n2cnnn2)c1 | 6.1%[57.1 µM] | -1.5% | -11.6% | 22.0% | 19.9%[57.1 µM] | -3.4% | 0.2% | 2.7% | -0.6%
Cc1ccccc1CN1c2ccccc2-c2nc(SCC(=O)Nc3cc(F)ccc3F)ncc2S1(=O)=O | 6.2%[57.1 µM] | -28.5% | -22.6% | -30.3% | 12.9%[57.1 µM] | 0.5% | -1.2% | -11.2% | -1.7%
O=C(NCCN1CCOCC1)c1ccc2c(c1)N(Cc1cccc(Cl)c1)C(=O)c1ccccc1S2(=O)=O | . | -17.1% | -12.7% | . | . | -3.0% | . | -3.4% | -6.2%
Cc1ccc(C(=O)Nc2nnc(C)s2)cc1 | -3.6%[57.1 µM] | -0.1% | -12.0% | -1.0% | -11.0%[57.1 µM] | 4.4% | -0.1% | 14.9% | -1.2%
CCc1nn(CC(=O)NCCCOC)c(=O)c2cc3occc3n12 | -0.6% | -24.9% | -20.2% | -5.0% | -6.3% | -6.1% | 20.3% | 0.3% | 1.8%
COc1ccc(NS(=O)(=O)c2ccc3c(c2)OCCO3)cc1OC | -8.5% | -21.9% | -2.2% | 4.4% | -15.8% | -8.3% | -0.9% | -2.1% | -0.8%
Cc1cccc(C)c1OCC(O)CN1CCc2ccccc2C1 (stereo not drawn) | 7.9%[57.1 µM] | -16.5% | ? | -9.0% | 8.6%[57.1 µM] | 12.9% | . | 5.4% | 1.1%
CC1(C(=O)NC23CC4CC(CC(C4)C2)C3)CC1(Cl)Cl (stereo not drawn) | 6.8% | -1.4% | 13.8% | 6.1% | 22.8% | 0.9% | 0.2% | 9.7% | 3.0%
O=C(NCCN1C(=O)S/C(=C\c2cccnc2)C1=O)C1=NN(c2ccccc2)C(=O)CC1 | 7.4%[57.1 µM] | -6.8% | ? | ? | 24.8%[57.1 µM] | -2.9% | -1.4% | 9.2% | -0.4%
COc1ccc(OC)c(-n2nnnc2SCC(=O)Nc2nc(C)c(C)s2)c1 | 0.6% | 1.5% | 10.7% | 11.4% | 17.6%[57.1 µM] | 1.3% | 2.8% | 0.7% | -4.9%
Cc1ccc(OCC(=O)Nc2cc3nn(-c4ccccc4)nc3cc2C)cc1 | 6.1% | -25.5% | 0.0% | -9.9% | 10.4% | -5.5% | 6.0% | 0.0% | -0.9%
CCOc1ccc(NC(=O)CSc2nc(-c3cccs3)cc(C(F)(F)F)n2)c([N+](=O)[O-])c1 | -10.8% | -17.9% | -18.8% | -28.0% | -11.7% | 2.5% | -0.3% | 4.3% | -0.4%
O=C(CCc1nc(-c2ccccc2)no1)Nc1cccnc1 | -7.1% | -7.9% | 7.5% | -2.9% | 10.8%[57.1 µM] | 1.4% | 0.3% | -1.7% | 0.0%
COc1cc(C(=O)N2CCN(S(=O)(=O)c3ccc(C)cc3C)CC2)ccc1OCC(=O)N1CCOCC1 | 5.7% | -24.8% | 8.7% | -23.8% | 28.0% | -11.4% | -1.4% | 20.9% | -4.9%
Clc1ccc(Cc2ccc(Cl)nn2)c(Cl)c1 | 7.3%[57.1 µM] | -16.4% | -0.8% | -13.9% | 8.5%[57.1 µM] | -11.2% | 3.9% | 5.9% | 0.9%
CCOC(=O)C1=NN(C(=O)Nc2ccc(OC)cc2)C2C(=O)N(c3cccc(C(F)(F)F)c3)C(=O)C12 (stereo not drawn) | -10.4% | -6.8% | 7.4% | 6.3% | 6.9% | 1.8% | -0.7% | -12.8% | -0.2%

Further entries
SMILES | TrxR1 substrate | USP1 inh | ALOX12 inh | RGS4 inhibitor | TrxR1 inh | Vif-APOBEC3F blk | RXFP1 ag | IDH1 R132H inh | Vif-A3G inh
COc1cccc(/C=N/Nc2ncc(C)c(=O)[nH]2)c1OC | 7.9% | -20.2% | -5.9% | 15.2% | -1.0% | ? | 0.1% | -5.3% | 1.9%
COc1ccc(N(CC(=O)NCc2cccs2)S(=O)(=O)c2c(C)nn(C)c2C)cc1 | 2.3%[57.1 µM] | 0.7% | 5.9% | -6.2% | 0.8%[57.1 µM] | 3.3% | 0.2% | 6.8% | 0.1%
COC(=O)c1ccccc1NC(=O)c1ccccc1NS(C)(=O)=O | 2.1% | -3.8% | -6.5% | 13.5% | 16.4% | 0.1% | 1.8% | 7.6% | -0.8%
CN1C[C@@H]2[C@@H]3C(=O)N(C)C(=O)[C@@H]3[C@](Cc3ccccc3)(C1=O)N2C(=O)c1ccc(Cl)cc1 | 1.9%[57.1 µM] | ? | -5.0% | 7.8% | -12.5%[57.1 µM] | -18.3% | . | -7.3% | -11.7%
Nc1c(N(Cc2ccco2)C(=O)c2cccc(F)c2)c(=O)[nH]c(=O)n1Cc1ccccc1 | 10.7% | -11.2% | 0.0% | 2.2% | 27.1% | -7.7% | 1.3% | 6.9% | -1.6%
O=C1NC(=O)N(Cc2ccccc2)CC1Br (stereo not drawn) | 11.3%[57.1 µM] | -12.9% | ? | -2.3% | 16.1% | 8.2% | . | 2.9% | 3.0%
Cc1ccccc1OCC(=O)N1N=C(C(F)(F)F)CC1(O)C(C)(C)C (stereo not drawn) | 4.1% | -16.5% | 15.4% | -8.8%[11.4 µM] | 18.0%[57.1 µM] | -15.3% | 0.8% | 2.0% | -12.3%
CC(=O)OC1C=CCC2C(=O)c3cccc(O)c3C(O)C12 (stereo not drawn) | -0.5% | -1.7% | ? | -12.8% | -28.8% | 6.8% | . | 1.8% | -4.3%
O=S(=O)(c1cccs1)N1CCN(CCc2ccccc2)CC1 | -17.8% | -1.2% | -8.2% | -4.1% | -15.2% | 1.8% | -0.2% | 16.0% | 0.9%
CC(c1ccccc1)N1C(=O)NC(NC(=O)C(C)(C)C)(C(F)(F)F)C1=O (stereo not drawn) | 2.7%[57.1 µM] | -18.6% | 13.1% | 0.4% | -2.6%[11.4 µM] | 1.1% | 2.6% | -0.1% | -1.1%

Screening data as filed in PubChem.

These rows are one share of the data (hit frequency here may not be typical).
